High-throughput results from PubChem BioAssay.
DNA Pol III inh = qHTS Assay for Inhibitors of DNA Polymerase III Holoenzyme System; reconstituted DNA polymerase III holoenzyme replication, biochemical; Potency, µM (top dose mostly 57.1 µM), for inactives: at the top dose activity change, negative = inhibition; 0.25% of 71,000 active; AID 603, 2007; further: potency means the concentration at half of the fitted maximal effect; on the % scale 0 is the no-effect control and ±100 the full control effect
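Reconstituted *E. coli* holoenzyme (0.35 nM Pol III, 1 nM beta, 154 nM SSB, 2 nM primase) was preincubated with compound for 15 min at RT. Synthesis on 1.4 nM ssM13Gori ran 35 min, then was stopped with PicoGreen/EDTA and read as dsDNA fluorescence.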
HBB splice mod = qHTS Assay for Modulators of Hemoglobin Beta Chain Splicing | Potency, µM (highest dose often 46.1 µM), for inactives: top-dose activation, usual class: activators | 0.06% of 65,000 active | HBB splicing reporter cell assay, activation; EGFP reporter with mutant IVS2-654 intron; response scale: normalised to 500 nM splice-correcting PNA; further: potency means the concentration at half of the fitted maximal effect; 0% is about no effect
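HeLa cells stably expressing EGFP interrupted by mutant beta-globin intron 2 (IVS2-654), 500/well in 2% FCS. Treated with compound for 2 days at 37C. Splicing correction scored as total well GFP intensity (488 nm excitation, 500-520 nm emission); 500 nM antisense PNA served as control.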
Tau filament bind = qHTS Assay for Tau Filament Binding; 2% of 71,000 active; recombinant tau filaments, thioflavin S fluorescence, 15 h; filaments grown with octadecylsulfate alongside compound; Microtubule-associated protein tau (Homo sapiens), P10636; Potency, µM (highest dose often 57.1 µM), inactives show at the highest dose activity change, negative = inhibition;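 further: potency means the concentration at half of the fitted maximal effect; on the % scale 0 is the no-effect control and ±100 the full control effect; actives lower thioflavin S fluorescence by blocking filaments or displacing dye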
Target sequence (P10636 whole entry, looked up): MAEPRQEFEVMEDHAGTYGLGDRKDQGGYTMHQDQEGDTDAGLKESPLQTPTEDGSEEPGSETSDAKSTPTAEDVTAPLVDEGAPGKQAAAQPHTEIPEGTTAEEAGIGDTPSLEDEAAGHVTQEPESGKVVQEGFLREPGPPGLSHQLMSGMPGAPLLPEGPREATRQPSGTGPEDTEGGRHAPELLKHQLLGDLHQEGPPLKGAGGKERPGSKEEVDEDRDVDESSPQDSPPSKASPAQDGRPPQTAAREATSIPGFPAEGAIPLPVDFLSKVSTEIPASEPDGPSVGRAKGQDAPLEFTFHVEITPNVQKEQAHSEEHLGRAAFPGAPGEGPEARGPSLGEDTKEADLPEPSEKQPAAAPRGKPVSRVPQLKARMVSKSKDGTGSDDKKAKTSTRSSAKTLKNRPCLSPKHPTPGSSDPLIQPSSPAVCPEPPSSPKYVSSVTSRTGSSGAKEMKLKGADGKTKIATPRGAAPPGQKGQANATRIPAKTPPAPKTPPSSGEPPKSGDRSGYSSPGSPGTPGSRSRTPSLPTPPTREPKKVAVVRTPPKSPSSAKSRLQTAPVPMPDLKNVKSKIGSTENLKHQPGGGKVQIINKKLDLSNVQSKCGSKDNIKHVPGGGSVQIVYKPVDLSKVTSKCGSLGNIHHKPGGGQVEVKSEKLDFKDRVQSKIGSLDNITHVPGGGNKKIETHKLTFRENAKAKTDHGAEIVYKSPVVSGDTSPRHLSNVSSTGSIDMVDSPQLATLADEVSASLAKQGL
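His-tagged recombinant human tau (exons 2, 3 and 10 included), 1 uM, was induced to fibrillize by 30 uM sodium octadecylsulfate with compound present. After 15 h at 37 C, thioflavine S fluorescence (ex 450, em 510 nm) was read.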
TexasRed autofl = qHTS Assay for Spectroscopic Profiling in Texas Red Spectral Region. AID 587, 2007. Compound fluorescence, Texas Red channel, 547/618 nm; stronger effect = higher value. 0.06% of 59,000 active. max dye-equivalent concentration, M; in the data active means max dye-equivalent concentration above about 10 nM; inconclusive means between about 1.1 nM and that limit
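Texas Red-region profiling: compounds in 100 mM Tris pH 8.0 were read at 547/618 nm after 15 min at room temperature. Intensities were normalized against a six-point Texas Red standard series to give dye-equivalent concentration.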
Rhodamine fluor = qHTS Assay for Spectroscopic Profiling in Rhodamine Spectral Region. Rhodamine-region fluorescence, 547/598 nm, Tris buffer; stronger effect = higher value. max dye-equivalent concentration, M. 0.05% of 59,000 active. AID 594, 2007; in the data active means max dye-equivalent concentration above about 11 nM; inconclusive means between about 1.1 nM and that limit
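Steps: pin-transfer compounds into pH 8.0 Tris (100 mM), hold 15 min at room temperature, image with a 547/598 nm filter pair, and convert intensities to rhodamine-equivalent concentration using a six-point on-plate rhodamine series.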
CRE-bla Fsk = Cell signaling CRE-BLA (Fsk stim) | CHO CRE-bla reporter (cAMP response element driving beta-lactamase), forskolin EC10, beta-lactamase ratio | Potency, µM (doses to about 38.2 µM), for inactives: top-dose activity change, negative = inhibition, hits mostly activators | 2.5% of 71,000 active; active means well fitted activation curve with a large enough effect in the signal ratio, with a control signal flat, not every such curve was filed as active; inconclusive means small, poorly fitted or top-dose-only effect, or effect the other way, or a change in a side signal; the % refers to the signal ratio; further: potency means the concentration at half of the fitted maximal effect; % of control where 0% means no effect
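Using CellSensor CRE-bla CHO cells in Opti-MEM with 0.5% dialyzed FBS, compounds were titrated with EC10 NKH 477 for 3 h at 37 °C. CCF4 ratio (460/530 nm) gave %Activity; AC50 derived.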
Hsp90 Hop PPI = qHTS Assay for Disrupters of an Hsp90 Co-Chaperone Interaction. Hsp90 C-terminal peptide / TPR2A (Hop) interaction, human. AlphaScreen TPR2A-His6 binding biotin-Hsp90 C-terminal peptide. Potency, µM (series often up to 57 µM), inactives show at the top dose activity change, negative = inhibition. 0.44% of 71,000 active; active means well fitted curve in either direction with a large enough effect; inconclusive means small, poorly fitted or top-dose-only effect, or another doubt; further: potency means the concentration at half of the fitted maximal effect; on the % scale 0 is the no-effect control and ±100 the full control effect; many of its hits are not listed in these tables
FLuc inh = qHTS Assay for Inhibitors of Firefly Luciferase; 2.2% of 72,000 active; purified firefly luciferase, luminescence, 8 min; Luciferin 4-monooxygenase (Photinus pyralis), P08659; Potency, µM (series often up to 57.1 µM), for the others: top-dose activity change, negative = inhibition, most hits filed as inhibitors; AID 411, 2009; further: potency means the concentration at half of the fitted maximal effect; on the % scale 0 is the no-effect control and ±100 the full control effect; nearly all actives have a fitted effect of over 40% in size
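Compounds were tested as concentration series (qHTS) against purified P. pyralis luciferase with luciferin and 10 uM ATP in 50 mM imidazole pH 7.2, 50 mM KCl, 7 mM MgCl2, 0.01% Tween 20, 0.05% BSA. Luminescence was read after 8 min at ambient temperature.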
ERK AVP inh = qHTS Assay for Inhibitors of the ERK Signaling Pathway using a Homogeneous Screening Assay | HEK293-V1b, vasopressin-stimulated pERK AlphaScreen | Potency, µM (doses to about 57.5 µM), without a hit: at the highest dose activity, negative = inhibition, actives largely listed as inhibitors | 0.99% of 72,000 active | AID 995, 2007; further: potency means the concentration at half of the fitted maximal effect; on the % scale 0 is the no-effect control and ±100 the full control effect; nearly all actives have a fitted effect of over 55% in size
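HEK293 cells stably expressing V1b receptor, seeded overnight in 1% FBS, were treated with compounds for 30 min at 37C, then stimulated 5 min with 25 nM vasopressin; phospho-ERK read by AlphaScreen SureFire after lysis.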
HADH2 inhib = qHTS Assay for Inhibitors of HADH2 (Hydroxyacyl-Coenzyme A Dehydrogenase, Type II) | Potency, µM (doses to about 57.1 µM), for the others: top-dose activity change, negative = inhibition, actives largely listed as inhibitors | recombinant HADH2, NADH fluorescence, beta-hydroxybutyryl-CoA | 3.4% of 73,000 active | 3-hydroxyacyl-CoA dehydrogenase type-2 (Homo sapiens), Q99714 | AID 886, 2007; further: potency means the concentration at half of the fitted maximal effect; on the % scale 0 is the no-effect control and ±100 the full control effect; nearly all actives have a fitted effect of over 60% in size; many of its hits are not listed in these tables
Target sequence (Q99714 whole entry, looked up, one chain of several): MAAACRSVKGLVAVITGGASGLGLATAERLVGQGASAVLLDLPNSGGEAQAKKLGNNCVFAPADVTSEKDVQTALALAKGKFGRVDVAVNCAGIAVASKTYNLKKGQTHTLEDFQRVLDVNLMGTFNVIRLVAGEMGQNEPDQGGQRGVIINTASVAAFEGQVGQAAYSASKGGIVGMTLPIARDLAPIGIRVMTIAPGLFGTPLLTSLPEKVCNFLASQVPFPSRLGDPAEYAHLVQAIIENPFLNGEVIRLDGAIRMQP
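His-tagged recombinant enzyme from E. coli, 20 nM, preincubated 15 min RT with compound; reaction started with 1 mM NAD+ and 90 uM beta-hydroxybutyryl-CoA in 100 mM Tris-HCl pH 9.0. NADH fluorescence (ex 360/em 450) read over 4 min; last-minus-first difference.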
15-hLO inh = qHTS Assay for Inhibitors of 15-hLO (15-human lipoxygenase) | Potency, µM (highest dose often 57.1 µM), without a hit: at the top dose activity change, negative = inhibition, hits mostly inhibitors | Polyunsaturated fatty acid lipoxygenase ALOX15 (Homo sapiens), P16050 | 1.4% of 74,000 active | AID 887, 2007 | purified 15hLO-1, xylenol orange hydroperoxide absorbance; further: potency means the concentration at half of the fitted maximal effect; on the % scale 0 is the no-effect control and ±100 the full control effect; nearly all actives have a fitted effect of over 55% in size
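Hydroperoxide formed from arachidonic acid (50 uM) by purified human 15hLO-1 (40 nM) oxidizes ferrous iron, and the ferric-xylenol orange complex is read at 573 versus 405 nm. Compounds were preincubated 15 min; reaction ran 6 min at room temperature.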
* hit, by the source's call; [ ] = dose if it differs, or a comment. Unless noted, the call rests on the fitted dose curve; in most records, active means well fitted curve in the direction sought with a large enough effect; inconclusive means small, poorly fitted or top-dose-only effect, or another doubt; inactive means no such curve, though single readings can be large; an effect the other way counts as inactive or inconclusive.

O=C(NCc1ccco1)C1CCCN(S(=O)(=O)c2cccc3nonc23)C1 (stereo not given) was read as DNA Pol III inh -4%, HBB splice mod -0.1%, Tau filament bind -18%, TexasRed autofl inactive, Rhodamine fluor inactive, CRE-bla Fsk inconclusive, Hsp90 Hop PPI -4%, FLuc inh 1%, ERK AVP inh 17%, HADH2 inhib inconclusive and 15-hLO inh -3%.
O=C(O)CSc1nnc(-c2ccc(S(=O)(=O)N3CCCC3)cc2)n1Cc1ccco1 was read as DNA Pol III inh 2%, Tau filament bind 9%, TexasRed autofl inactive, Rhodamine fluor inactive, CRE-bla Fsk -4%, Hsp90 Hop PPI 1%, FLuc inh 0%, ERK AVP inh 0%, HADH2 inhib -2% and 15-hLO inh 5%.
CCOc1cccc(OCCCCN2CCOCC2)c1 was read as DNA Pol III inh -4%, HBB splice mod -0.5%, Tau filament bind -8%, CRE-bla Fsk 8%, Hsp90 Hop PPI -3%, FLuc inh 0%, ERK AVP inh -16%, HADH2 inhib 5% and 15-hLO inh -1%.
O=C(Nc1nc(-c2cccs2)c(-c2ccccc2)s1)c1ccco1 was read as DNA Pol III inh 0%, HBB splice mod -0.1%[57.5 µM], Tau filament bind 9%, TexasRed autofl inactive, Rhodamine fluor inactive, CRE-bla Fsk 21%, Hsp90 Hop PPI 8%, FLuc inh 5%, ERK AVP inh -20%, HADH2 inhib inconclusive and 15-hLO inh -16%.
Cc1cc(N/C(=N\S(=O)(=O)c2ccc(Cl)cc2)c2ccc(F)cc2)no1 was read as DNA Pol III inh -6%, HBB splice mod -0.6%, Tau filament bind 3%, TexasRed autofl inactive, Rhodamine fluor inactive, CRE-bla Fsk 6%, Hsp90 Hop PPI -3%, FLuc inh 0%, ERK AVP inh 9%, HADH2 inhib -21% and 15-hLO inh 10%.
`COc1ccc(CC(=O)NCc2ccccn2)cc1OC` gave DNA Pol III inh -5%, HBB splice mod 3.6%[0.369 µM], Tau filament bind 5%, TexasRed autofl inactive, Rhodamine fluor inactive, CRE-bla Fsk inconclusive, Hsp90 Hop PPI -10%, FLuc inh 2%, ERK AVP inh -12%, HADH2 inhib -3% and 15-hLO inh 16%.
For O=C(NCC(c1cccnc1)N1CCN(c2ccccc2)CC1)OCc1ccccc1 (stereo not given) the results were DNA Pol III inh -3%, HBB splice mod 0.6%, Tau filament bind -26%, TexasRed autofl inconclusive, Rhodamine fluor inactive, CRE-bla Fsk inconclusive, Hsp90 Hop PPI -6%, FLuc inh 2%, ERK AVP inh 27%, HADH2 inhib -4% and 15-hLO inh 13%.
C=CCC(CC=C)(C(=O)O)c1ccccc1 was read as DNA Pol III inh -7%, HBB splice mod -0.3%, Tau filament bind 7%, TexasRed autofl inactive, Rhodamine fluor inactive, CRE-bla Fsk -10%, Hsp90 Hop PPI -3%, FLuc inh 4%, ERK AVP inh 1%, HADH2 inhib -7% and 15-hLO inh 7%.
CCOC(=O)C1CCN(C(=O)COc2ccc(S(=O)(=O)NC(C)C)cc2)CC1 was read as DNA Pol III inh 0%, HBB splice mod -0.1%, Tau filament bind -2%, TexasRed autofl inactive, Rhodamine fluor inactive, CRE-bla Fsk -1%, Hsp90 Hop PPI -4%, FLuc inh 3%, ERK AVP inh -7%, HADH2 inhib inconclusive and 15-hLO inh -4%.
Screening Cc1ccc(-n2c(SCC(=O)OC(C)C)nnc2-c2ccco2)cc1 returned DNA Pol III inh -1%, HBB splice mod -0.1%, Tau filament bind 4%, TexasRed autofl inactive, Rhodamine fluor inactive, CRE-bla Fsk 12%, Hsp90 Hop PPI -3%, FLuc inh 0%, ERK AVP inh 0%, HADH2 inhib -4% and 15-hLO inh 6%.
For COc1ccc(N2C(=O)C3CCCN3C2c2ccccc2Cl)cc1 (stereo not given) the results were DNA Pol III inh 0%, HBB splice mod 0.5%, Tau filament bind -13%, CRE-bla Fsk -8%, Hsp90 Hop PPI 0%, FLuc inh 0%, ERK AVP inh -1%, HADH2 inhib 7% and 15-hLO inh -4%.
`CCSc1ccc2nnc(-c3ccc(F)cc3)n2n1` gave DNA Pol III inh -8%, HBB splice mod 2.0%, Tau filament bind 4%, TexasRed autofl inconclusive, Rhodamine fluor inactive, CRE-bla Fsk inconclusive, Hsp90 Hop PPI 0%, FLuc inh -2%, ERK AVP inh 13%, HADH2 inhib -26% and 15-hLO inh inconclusive.
For Nc1c(NCc2ccccc2)c2ccccc2oc1=O the results were DNA Pol III inh -5%, HBB splice mod -1.2%, Tau filament bind 0%, TexasRed autofl inactive, Rhodamine fluor inactive, CRE-bla Fsk 14%, Hsp90 Hop PPI -14%, FLuc inh 0%, ERK AVP inh -18%, HADH2 inhib -16% and 15-hLO inh -7%.
Screening COc1ccc(Oc2ncc3nc(-c4ccc(F)cc4)c(=O)n(C4CC4)c3n2)cc1 returned DNA Pol III inh -3%, HBB splice mod 0.2%, Tau filament bind -16%, TexasRed autofl inactive, Rhodamine fluor inactive, CRE-bla Fsk 7%, Hsp90 Hop PPI -12%, FLuc inh -6%[11.4 µM], ERK AVP inh -8%, HADH2 inhib -6% and 15-hLO inh 4%.
Cc1ccc(S(=O)(=O)N(CC(=O)NCc2ccncc2)C2CCCCC2)cc1 was read as DNA Pol III inh -6%, Tau filament bind -9%, TexasRed autofl inactive, Rhodamine fluor inactive, CRE-bla Fsk -3%, Hsp90 Hop PPI -3%, FLuc inh -4%, ERK AVP inh 2%, HADH2 inhib -1% and 15-hLO inh -6%.
`CSC1=NCCN1C(=O)c1ccc(Br)o1` gave DNA Pol III inh 2%, HBB splice mod 0.3%, Tau filament bind 3%, CRE-bla Fsk inconclusive, Hsp90 Hop PPI inconclusive, FLuc inh -13%, ERK AVP inh 17%, HADH2 inhib 5% and 15-hLO inh 4%.
`O=C(Cn1[nH]c(=O)c2ccccc2c1=O)OCC(=O)N1CCCc2ccccc21` gave DNA Pol III inh 3%, HBB splice mod 0.0%[57.5 µM], Tau filament bind 0%, TexasRed autofl inactive, Rhodamine fluor inactive, CRE-bla Fsk 2%, Hsp90 Hop PPI 2%, FLuc inh 0%, ERK AVP inh -11%, HADH2 inhib -4% and 15-hLO inh -3%.
Screening CCC(=O)Nc1cc(C(C)C)c(O)cc1C returned DNA Pol III inh 0%, HBB splice mod -0.3%, Tau filament bind -2%, TexasRed autofl inactive, Rhodamine fluor inactive, CRE-bla Fsk -3%, Hsp90 Hop PPI -2%, FLuc inh 3%, ERK AVP inh -2%, HADH2 inhib 2% and 15-hLO inh 23%.
CCOC(=O)C1=C(C)NC(C)=C(C(=O)OCC)C1C(=O)OCC(=O)N1CCc2ccccc2C1 was read as DNA Pol III inh -6%, HBB splice mod -0.9%, Tau filament bind -11%, TexasRed autofl inconclusive, Rhodamine fluor inactive, CRE-bla Fsk inconclusive, Hsp90 Hop PPI 0%, FLuc inh 2%, ERK AVP inh 1%, HADH2 inhib 2% and 15-hLO inh 0%.
Screening Clc1cccc2sc(N3CCCC3)nc12 returned DNA Pol III inh -5%, HBB splice mod -1.2%, Tau filament bind -4%, TexasRed autofl inactive, Rhodamine fluor inactive, CRE-bla Fsk inconclusive, Hsp90 Hop PPI 9%, FLuc inh 0%, ERK AVP inh 3%, HADH2 inhib 2% and 15-hLO inh -5%.

Only part of the results is shown. The share of hits here may be higher or lower than overall.
